# GRP78 ERSR act – qHTS for Inducers of the Endoplasmic Reticulum Stress Response (ERSR) in Human Glioma: qHTS; Potency, µM, without a hit: at the highest dose activation, usual class: activators; actives 0.02% (n = 420,000); U87-MG GRP78 promoter luciferase reporter, 16 h; note: potency is the fitted concentration of half-maximal effect; series mostly up to about 76 µM; % of control where 0% means no effect; nearly all actives have a fitted effect of over 35% in size
#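 Stably transfected U87-MG glioma cells carrying a GRP78-based luciferase sensor; 16 h compound incubation. Luminescence end-point read 10 min after Bright-Glo addition at room temperature.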
# RXFP1 ag – qHTS Assay for Agonists of the Relaxin Receptor RXFP1. Potency, µM (series often up to 57.5 µM), for the others: at the highest dose activation, most hits filed as activators. Relaxin receptor 1 (Homo sapiens), Q9HBX9. actives 0.3% (n = 370,000). HEK293T-RXFP1 cAMP TR-FRET, 30 min; response scale: percent of porcine relaxin response, buffer zero; note: potency is the fitted concentration of half-maximal effect; % is set by controls: 0 for no effect and ±100 for the full control effect; nearly all actives have a fitted effect of over 60% in size; many of its hits are not listed in these tables
#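 Agonist response is measured as cAMP accumulation in an RXFP1-transfected HEK293T line under PDE4 inhibition. Values are scaled between buffer-only and 29 nM porcine relaxin, and EC50s come from standard Hill equation fits.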
# LDHA block – qHTS assay for inhibitors of human lactate dehydrogenase. L-lactate dehydrogenase A chain (Homo sapiens), P00338. purified LDHA, NADH/diaphorase-resazurin fluorescence; active compounds read low. activity change, % (values are at about 110 or 230 µM). actives 0.15% (n = 480,000). AID 1347041, 2019; in the data active = activity change below about -30%; inconclusive = mostly about -25% to -30%;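 note: plate controls were DMSO wells for no effect and wells without enzyme for full effect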
#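 LDH5 2 nM; NADH 0.06 mM, pyruvate 0.2 mM; 200 mM Tris pH 7.4, EDTA, Tween-20; 5 min RT. Detection: diaphorase 0.133 mg/mL + resazurin 37 µM, fluorescence ex540/em590 at 0 and 20 min; normalized to enzyme-free and DMSO wells.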
# TrxR1 substrate – qHTS Assay for Substrates of Mammalian Selenoprotein Thioredoxin Reductase 1 (TrxR1): qHTS. Thioredoxin reductase 1, cytoplasmic (Rattus norvegicus), O89049. purified TrxR1 substrate turnover, NADPH consumption readout. Potency, µM (top dose mostly 114 µM), for inactives: at the top dose activity change, negative = substrate turnover. actives 0.01% (n = 390,000); note: potency is the fitted concentration of half-maximal effect; % is set by controls: 0 for no effect and ±100 for the full control effect; nearly all actives have a fitted effect of over 50% in size
# Target sequence (O89049 whole entry, looked up): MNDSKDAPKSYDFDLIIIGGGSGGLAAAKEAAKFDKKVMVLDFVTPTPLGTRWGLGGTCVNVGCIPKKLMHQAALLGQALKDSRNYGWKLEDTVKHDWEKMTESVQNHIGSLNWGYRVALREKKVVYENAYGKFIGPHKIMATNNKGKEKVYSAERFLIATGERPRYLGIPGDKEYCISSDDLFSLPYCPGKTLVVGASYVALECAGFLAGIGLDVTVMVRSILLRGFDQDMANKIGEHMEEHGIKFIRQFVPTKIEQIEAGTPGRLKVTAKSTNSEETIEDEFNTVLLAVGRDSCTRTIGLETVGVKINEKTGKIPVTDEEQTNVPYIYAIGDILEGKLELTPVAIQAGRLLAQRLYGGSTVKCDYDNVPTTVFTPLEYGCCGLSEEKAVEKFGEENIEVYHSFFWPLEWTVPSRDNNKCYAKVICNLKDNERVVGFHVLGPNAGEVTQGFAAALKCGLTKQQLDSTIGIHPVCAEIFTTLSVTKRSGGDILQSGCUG
#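 Rat TrxR1, dispensed at 90 nM, was prereduced with 400 uM NADPH (final) for 5 min at ~22 deg C, then incubated with compound 15 min before 400 uM selenite. A first-read NADPH fluorescence drop versus no-compound background flagged substrates.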
# Vif-APOBEC3F blk – qHTS for Inhibitors of Vif-A3F Interactions: qHTS | HeLa A3F-eYFP + Vif (tagged APOBEC3F with the HIV-1 protein that degrades it), YFP fluorescence increase | Potency, µM (highest dose often 46.1 µM), without a hit: at the highest dose activity, negative = active | actives 0.2% (n = 390,000) | AID 602313, 2012; note: potency is the fitted concentration of half-maximal effect; % of control where 0% means no effect; nearly all actives have a fitted effect of over 65% in size
#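 HeLa cells stably expressing Vif plus C-terminally eYFP-tagged A3F were seeded, incubated overnight at 37 deg C, dosed with compound, incubated overnight again at 37 deg C. Yellow fluorescence (Ex 488/Em 500-530) reported blocked Vif-mediated A3F-eYFP degradation.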
# Vif-A3G inh – qHTS for Inhibitors of Vif-A3G Interactions: qHTS. Potency, µM (top dose mostly 46.1 µM), without a hit: top-dose activity, negative = active, hits mostly inhibitors. DNA dC->dU-editing enzyme APOBEC-3G (Homo sapiens), Q9HC16. actives 0.076% (n = 410,000). HeLa A3G-eYFP + Vif (tagged APOBEC3G with the HIV-1 protein that degrades it), YFP fluorescence, overnight;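 note: potency is the fitted concentration of half-maximal effect; % is set by controls: 0 for no effect and ±100 for the full control effect; nearly all actives have a fitted effect of over 60% in size; hits raise eYFP signal because A3G escapes Vif-driven loss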
#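 HeLa cells stably expressing Vif and C-terminally eYFP-tagged A3G, seeded overnight at 37 deg C, then exposed to compound by pintool overnight at 37 deg C. Rise in yellow fluorescence (Ex 488/Em 500-530, Acumen) marks blocked Vif-driven A3G degradation.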
# USP1-UAF1 inh – Inhibitors of USP1/UAF1: Primary Screen; Ubiquitin carboxyl-terminal hydrolase 1 (Homo sapiens), O94782; recombinant USP1/UAF1, Ub-Rhodamine cleavage fluorescence; Potency, µM (highest dose often 57.1 µM), inactives show at the top dose activity change, negative = inhibition, hits mostly inhibitors; actives 0.23% (n = 390,000); AID 743255, 2014; note: potency is the fitted concentration of half-maximal effect; % is set by controls: 0 for no effect and ±100 for the full control effect; nearly all actives have a fitted effect of over 60% in size; inactives centre near -12
#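 In this screen, compounds sit with the deubiquitinase complex (1nM) for 15 min at room temperature before Ub-Rho is added at 150nM final. Fluorescence rise is then followed for 6 reads every 60 seconds.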
# mIDH1 inhibitor – qHTS for Inhibitors of mutant isocitrate dehydrogenase 1 (IDH1): qHTS; IDH1-R132H enzyme, NADPH consumption, diaphorase/resazurin fluorescence; Potency, µM (titrated, usually from 76.6 µM), without a hit: top-dose activity change, negative = inhibition, actives largely listed as inhibitors; actives 0.093% (n = 390,000); AID 602179, 2012; note: potency is the fitted concentration of half-maximal effect; % is set by controls: 0 for no effect and ±100 for the full control effect; nearly all actives have a fitted effect of over 65% in size
# Target sequence (O75874 whole entry R132H, stated change not applied): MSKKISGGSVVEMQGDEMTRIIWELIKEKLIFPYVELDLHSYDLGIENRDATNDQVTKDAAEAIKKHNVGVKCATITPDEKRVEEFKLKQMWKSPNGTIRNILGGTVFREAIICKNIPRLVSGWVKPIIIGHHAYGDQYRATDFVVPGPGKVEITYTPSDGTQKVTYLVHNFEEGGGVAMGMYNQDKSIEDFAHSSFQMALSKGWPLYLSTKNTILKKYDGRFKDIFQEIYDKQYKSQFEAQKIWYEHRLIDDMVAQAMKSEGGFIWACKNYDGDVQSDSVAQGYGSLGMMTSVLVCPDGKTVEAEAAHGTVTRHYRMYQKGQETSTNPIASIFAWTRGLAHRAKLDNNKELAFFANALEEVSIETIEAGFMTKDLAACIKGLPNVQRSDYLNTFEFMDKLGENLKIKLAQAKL
#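 IDH1-R132H (0.5 ug/mL dispensed) in pH 7.5 Tris buffer was preincubated 30 min with compound, then given a substrate mix of 0.016 mM NADPH and 2 mM alpha-KG for 80 min at room temperature; remaining NADPH was read by diaphorase/resazurin fluorescence.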
# PI4K2A inh – qHTS for small molecular inhibitors of PI4K2A; actives 0.13% (n = 420,000); activity change, negative = inhibition, % at 76.9 µM; Phosphatidylinositol 4-kinase type 2-alpha (Homo sapiens), Q9BTU6; purified PI4K2A, ADP-Glo luminescence, 1 h; active compounds read low; in the data active = activity change below about -50%; inconclusive = mostly about -30% to -49%;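 note: -100% = wells without enzyme as full effect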
#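 In this quantitative HTS, ADP production by PI4K2A was quantified luminescently after 1 h at ambient temperature; 100 microM adenosine served as plate-quality control.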
# Starred values were filed as active, the others as inactive; ? = inconclusive; . = not tested or not shown; & = joins results of further samples; [ ] = dose if it differs, or a comment. Unless noted, calls come from the whole dose curve; as a rule, active = well fitted curve in the direction sought with a large enough effect; inconclusive = small, poorly fitted or top-dose-only effect, or another doubt; inactive = no such curve, though single readings can be large; an effect the other way counts as inactive or inconclusive. Some of the compounds tested, so the mix of outcomes need not match the whole.
no.	Compound	GRP78 ERSR act	RXFP1 ag	LDHA block	TrxR1 substrate	Vif-APOBEC3F blk
1	CCc1sc(N)nc1-c1ccccc1	0%	0.2%	-6	3%	-19%
2	Cc1cc(C(=O)Nc2sc(C)c(C)c2C#N)no1	5%	-0.4%	3	4%	-5%
3	CC(CC(=O)N1CCN(S(=O)(=O)c2ccc(Cl)cc2)CC1)n1cncn1 (configuration not stated)	-4%	3.8%	-6	16%[57.1 µM]	-6%
4	COC(=O)c1[nH]c2ccc(F)cc2c1NC(=O)Nc1ccc(OC)cc1	-2%	1.9%	0	3%[57.1 µM]	1%
5	CC1=NOC(=O)/C1=C/c1ccc(O)c(Br)c1	-3%	2.4%	-9	-15%	?
6	O=C1C(Cl)=C(NCCc2ccccc2)C(=O)c2ccccc21	-15%	.	55	-34%[57.1 µM]	8.9µM*
7	CCCNC(=O)CN1C(=O)NC(CCSC)C1=O (configuration not stated)	-2%	0.5%	0	4%	4%
8	COCCN1C[C@@H](CO)O[C@@H](n2cnc3c(NCc4ccco4)ncnc32)C1	0%	.	-18	.	.
9	Cc1nc(SCC(=O)N(C)C2CCCCC2)[nH]c(=O)c1Cc1ccccc1	-3%	4.0%	-4	6%	-1%
10	CCOC(=O)N1CCc2c(sc3c2c(=O)n(Cc2ccccc2)c(=O)n3CC(=O)Nc2ccc(C)c(C)c2)C1	0%	2.4%	-8	3%	0%
11	COc1ccc(OC)c(-c2nc(Nc3ccccc3C)sc2CC(=O)O)c1	-4%	5.3%	1	3%	-2%
12	CC(=O)Nc1cc2c(cc1NC(=O)Cn1nc(-c3ccc(F)cc3)ccc1=O)OCCO2	0%	-0.4%	-8	3%[57.1 µM]	0%

no.	Vif-A3G inh	USP1-UAF1 inh	mIDH1 inhibitor	PI4K2A inh
1	0%	-12%	4%	-1
2	-14%	-3%	-2%	-5
3	1%	-14%	0%	14
4	-3%	-11%	4%	7
5	0%	-21%	-2%	0
6	13µM*	?	25%	-10
7	4%	-25%	21%	0
8	-1%	.	.	5
9	-1%	-5%	-1%	-3
10	3%	0%	0%	-8
11	-8%	-22%	0%	3
12	3%	-15%	0%	3

# Further records follow:
no.	Compound	GRP78 ERSR act	RXFP1 ag	LDHA block	TrxR1 substrate	Vif-APOBEC3F blk
13	O=S(=O)(Nc1ccc(Cl)nn1)c1ccccc1	-6%	-0.6%	-5	-3%	-1%
14	Cc1cccc(CSc2ncccc2C(=O)O)c1	0%&1%	1.5%&-0.1%	-5&-5	6%[57.1 µM]	2%&0%
15	CC1CCc2c(nc3ncnn3c2N2CCN(c3ccccc3F)CC2)C1 (configuration not stated)	-2%	0.0%	-10	2%	.
16	CCOC(=O)C(C#N)=C1CCC=C(C)C1	-2%	.	0	.	1%
17	O=C(NNC(=O)C12CC3CC(CC(C3)C1)C2)[C@@H]1C[C@H]1c1ccccc1	5%	3.4%	-4	5%[57.1 µM]	-10%
18	Cc1ccc(-n2c(C)c(C)c3c(N)ncnc32)cc1	6%	2.8%	-2	6%	1%
19	COC(=O)CN(C#N)c1nc(NCc2ccccc2)nc(OC)n1	1%	0.1%	-1	8%	-1%
20	COc1ccccc1N1CC(C(=O)Nc2ccc(S(=O)(=O)N3CCOCC3)cc2)CC1=O (configuration not stated)	-2%	1.8%	-4	1%	-7%
21	CCCc1ccc(OCc2nc(-c3ccc(NC(=O)c4cccs4)cc3)no2)cc1	-1%	3.1%	-2	21%	1%
22	O=C(Nc1cccc([N+](=O)[O-])c1)c1ccc2nsnc2c1	-2%	5.7%	-5	-5%	-7%
23	CC(=O)c1nn(-c2cccc(Br)c2)cc1C(=O)c1ccc(Br)cc1	-3%	9.6%	-2	-5%	5%
24	CN(Cc1ccno1)Cc1cn(Cc2ccccc2)nc1-c1ccc2c(c1)OCO2	-3%	-2.5%	1	-6%	-11%

no.	Vif-A3G inh	USP1-UAF1 inh	mIDH1 inhibitor	PI4K2A inh
13	0%	-18%	15%	-8
14	-7%&0%	-12%&-13%	-5%&2%	2&4
15	1%	-13%	-1%	1
16	1%	-19%	10%	-2
17	-2%	-15%	-2%	2
18	1%	-2%	3%	20
19	2%	-25%	6%	-1
20	-6%	-19%	-1%	11
21	-9%	-20%	2%	-2
22	2%	-15%	6%	-2
23	0%	2%	-1%	-3
24	1%	-7%	8%	-4

# Additional compounds follow.
no.	Compound	GRP78 ERSR act	RXFP1 ag	LDHA block	TrxR1 substrate	Vif-APOBEC3F blk
25	O=C(CN(Cc1ccccc1)C(=O)CNS(=O)(=O)c1ccc(F)cc1)NCc1ccco1	-1%	3.6%	-10	8%	?
26	Cc1cc(C)cc(NC(=O)COCc2cc(-c3ccc4c(c3)OCO4)on2)c1	-4%	2.9%	0	0%	-10%
27	CCN(CC)c1ccc(/C=C(/C#N)C(=O)NCc2ccccc2)o1	2%	2.6%	10	-18%	?
28	CC(=O)Oc1ccc(Cl)cc1/C=C/c1ccc2ccccc2n1	-7%	16%	-1	23%	-2%
29	O=C(NC(=S)N1CCOCC1)c1ccc([N+](=O)[O-])cc1	-4%	-0.7%	-6	-2%	5%
30	Cc1cccc(Cc2c(C)nc3nc(SCc4ccccc4C)nn3c2C)c1	-4%	-0.3%	-2	0%[57.1 µM]	2%
31	O=C(CS(=O)(=O)c1cn(CC(=O)N2CCOCC2)c2ccccc12)NCc1ccccc1	-3%	.	-3	7%	6%
32	C[C@H]1O[C@@H](O[C@H]2CC[C@@]3(C)C(CC[C@]4(C)C3C=CC3=C5CC(C)(C)CC[C@]5(CO)[C@H](O)C[C@]34C)[C@]2(C)CO)[C@H](O)[C@@H](O[C@@H]2O[C@H](CO)[C@@H](O)[C@H](O)[C@H]2O)[C@H]1O (some centres not stated)	0%	.	9	1%	-7%
33	CN(C(=O)Cn1cc(S(=O)(=O)Cc2ccccc2Cl)c2ccccc21)c1ccccc1	-4%	5.4%	1	-5%	5%
34	CCOC(=O)C1=C[C@@H](C(C)C)N(S(=O)(=O)c2ccc(C)cc2)[C@H]1c1ccccc1F	-6%	.	-5	.	.
35	Cc1nc(-c2cccc(F)c2)sc1CCNC(=O)c1c(F)cccc1Cl	-2%	0.2%	-4	-2%[57.1 µM]	-8%
36	CSc1ccc(/C=C2/C(=N)N3N=C(CC(=O)N4CCCC4)SC3=NC2=O)cc1	-1%	0.4%	-8	-8%	-2%

no.	Vif-A3G inh	USP1-UAF1 inh	mIDH1 inhibitor	PI4K2A inh
25	-7%	-6%	16%	-6
26	3%	-19%	-9%	1
27	7%	32µM*	0%	3
28	-12%	-19%	12%	-4
29	-1%	-2%	4%	0
30	2%	?	6%	-2
31	2%	-12%	3%	2
32	-1%	-26%	0%	-5
33	-8%	-19%	9%	-2
34	-4%	.	.	-2
35	2%	1%	-2%	0
36	3%	-5%	-5%	1

# Carrying on.
no.	Compound	GRP78 ERSR act	RXFP1 ag	LDHA block	TrxR1 substrate	Vif-APOBEC3F blk
37	O=C(O)C(Cc1ccccc1)Nc1ccc([N+](=O)[O-])cc1[N+](=O)[O-] (configuration not stated)	-1%	0.2%	9	-10%	5%
38	CCC(C)Cn1c(COc2ccc(OC)cc2)nc2ccccc21 (configuration not stated)	0%	0.6%	4	-12%	1%
39	Cc1ccnc(SCc2cn3c(C)cc(C)nc3n2)n1	0%	15%	0	171%[activator]	-1%
40	CC(=O)N1CCN(S(=O)(=O)c2cccc(C(=O)Nc3ccc(OC(F)F)cc3)c2)CC1	-4%	0.0%	-4	8%[57.1 µM]	15%
41	O=C(c1ccco1)N(Cc1ccc([N+](=O)[O-])cc1)c1ccc(Cl)cc1	-4%	2.4%	1	0%[57.1 µM]	4%
42	CCOC(=O)C1=C(COC(=O)c2cccnc2SC)NC(=O)NC1C (configuration not stated)	-5%	.	-9	-1%	-13%

no.	Vif-A3G inh	USP1-UAF1 inh	mIDH1 inhibitor	PI4K2A inh
37	2%	-23%	2%	-5
38	1%	-21%	13%	-1
39	4%	-20%	1%	0
40	2%	-26%	11%	-2
41	-2%	-4%	-1%	-2
42	-2%	-20%	-10%	0

# Screens (PubChem)
